TbHK1 inh – T. brucei hexokinase 1 inhibition; inhibition, % at 10 µM; recombinant TbHK1, G6PDH-coupled NADH A340; 220,000 compounds, 0.11% hits;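 active = inhibition of 50% or more in the single-dose primary screen; inactive = inhibition below 50%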
zVAD death inh – L929 zVAD cell death inhibition | 220,000 compounds, 0.38% hits | AID 1377 | L929 zVAD necroptosis rescue, ATP luminescence, 24 h; with zVAD 60 µM | viability rescue, % at 10 µM;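 active = activation, scaled between plate controls, above about 75%, limit read from the data; inactive = activation under that limit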;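 also: 0% = zVAD with DMSO and 100% = DMSO alone without zVAD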
EP2 antag – EP2 receptor (human) inhibition | P43116 | C6 glioma cells expressing human EP2, cAMP TR-FRET; cells stimulated with saturating PGE2 | inhibition, % at 25 µM | 260,000 compounds, 0.52% hits | AID 1422;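 active = percent inhibition above 40 after rounding to a whole number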;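 also: rat C6 glioma host cells with rolipram phosphodiesterase inhibitor present; the protocol text gives 20 µM as final concentration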
m-calpain inh – calpain II (pig) inhibition; purified calpain II, fluorogenic peptide substrate, 30 min; inhibition, % at 16 µM; 220,000 compounds, 0.37% hits; AID 1236;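 active = inhibition above about 50%, limit read from the data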
eIF4E 4G PPI – eIF4E/eIF4G interaction inhibition in translation initiation | P63073+Q04637 | AID 782 | TR-FRET eIF4E-eIF4GI(517-606) binding, 2 h | inhibition, % at 21.7 µM | 220,000 compounds, 0.37% hits;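 active = inhibition above about 30%, limit read from the data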;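 also: 0% = full FRET control wells and 100% = background wells lacking eIF4GI fragment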
Target sequence (P63073 whole entry, looked up, the tested form may be a part): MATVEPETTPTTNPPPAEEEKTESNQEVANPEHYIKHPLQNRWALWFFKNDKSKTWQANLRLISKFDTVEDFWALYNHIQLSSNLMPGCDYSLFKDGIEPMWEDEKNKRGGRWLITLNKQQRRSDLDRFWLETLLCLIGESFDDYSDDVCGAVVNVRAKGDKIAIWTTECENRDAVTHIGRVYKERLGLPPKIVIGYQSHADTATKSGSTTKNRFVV
Target sequence (Q04637 whole entry, looked up, the tested form may be a part): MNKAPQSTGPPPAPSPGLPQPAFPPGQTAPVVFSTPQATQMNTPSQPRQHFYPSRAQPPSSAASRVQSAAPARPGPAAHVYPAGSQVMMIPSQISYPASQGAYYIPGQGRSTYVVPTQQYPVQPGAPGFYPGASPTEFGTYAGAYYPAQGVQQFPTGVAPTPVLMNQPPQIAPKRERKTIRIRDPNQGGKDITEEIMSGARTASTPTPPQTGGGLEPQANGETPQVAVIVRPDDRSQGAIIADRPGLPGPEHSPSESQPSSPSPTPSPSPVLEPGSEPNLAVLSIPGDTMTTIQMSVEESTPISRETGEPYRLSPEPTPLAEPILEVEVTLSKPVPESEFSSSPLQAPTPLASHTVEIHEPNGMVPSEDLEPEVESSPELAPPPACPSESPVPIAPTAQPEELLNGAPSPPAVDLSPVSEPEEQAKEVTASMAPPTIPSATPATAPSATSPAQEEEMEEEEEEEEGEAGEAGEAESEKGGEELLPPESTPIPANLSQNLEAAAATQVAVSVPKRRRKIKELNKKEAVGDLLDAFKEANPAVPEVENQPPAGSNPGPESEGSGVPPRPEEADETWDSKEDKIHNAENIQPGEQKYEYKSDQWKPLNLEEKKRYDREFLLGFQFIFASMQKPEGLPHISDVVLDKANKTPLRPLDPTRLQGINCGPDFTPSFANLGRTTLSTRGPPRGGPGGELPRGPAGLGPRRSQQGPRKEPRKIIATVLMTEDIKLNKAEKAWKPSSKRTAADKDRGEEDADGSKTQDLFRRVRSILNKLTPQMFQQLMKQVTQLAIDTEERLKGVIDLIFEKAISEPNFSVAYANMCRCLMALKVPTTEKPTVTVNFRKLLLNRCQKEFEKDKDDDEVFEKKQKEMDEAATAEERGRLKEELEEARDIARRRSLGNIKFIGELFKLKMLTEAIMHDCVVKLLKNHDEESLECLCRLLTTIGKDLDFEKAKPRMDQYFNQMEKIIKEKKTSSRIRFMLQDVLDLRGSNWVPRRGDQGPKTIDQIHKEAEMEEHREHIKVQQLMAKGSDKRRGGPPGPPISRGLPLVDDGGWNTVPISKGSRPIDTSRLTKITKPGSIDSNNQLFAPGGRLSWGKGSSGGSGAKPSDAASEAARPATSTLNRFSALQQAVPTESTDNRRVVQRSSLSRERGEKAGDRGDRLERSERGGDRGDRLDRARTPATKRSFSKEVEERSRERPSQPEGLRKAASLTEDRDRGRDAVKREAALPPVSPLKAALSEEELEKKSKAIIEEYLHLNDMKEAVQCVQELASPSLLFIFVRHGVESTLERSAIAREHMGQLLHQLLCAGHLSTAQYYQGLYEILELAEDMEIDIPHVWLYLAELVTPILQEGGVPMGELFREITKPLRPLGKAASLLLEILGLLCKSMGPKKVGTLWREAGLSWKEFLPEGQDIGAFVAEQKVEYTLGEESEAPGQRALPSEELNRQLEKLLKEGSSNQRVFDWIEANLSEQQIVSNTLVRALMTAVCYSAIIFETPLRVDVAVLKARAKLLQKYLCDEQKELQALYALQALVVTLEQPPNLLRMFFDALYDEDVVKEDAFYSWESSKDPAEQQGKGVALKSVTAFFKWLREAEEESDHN
EP2 mod – modulators of human EP2 prostaglandin E2 receptor; EP2-expressing cells, cAMP HTRF FRET, PGE2 co-stimulation; induction, % at 25 µM; 260,000 compounds, 0.83% hits; P43116;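 active = compounds whose cAMP rise, as percent of the full-agonist control response, exceeds 60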;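 also: rat C6 glioma line stably carrying human EP2 under a CMV promoter; the protocol text gives 20 µM as final concentration; 100% = response of wells given 1 µM PGE2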
14-3-3 Bad PPI – disrupts binding of bovine 14-3-3 zeta to phospho-Bad peptide; P63103; TR-FRET 14-3-3zeta/Dy647-pBad peptide displacement, 1 h; inhibition, % at 21.7 µM; 220,000 compounds, 0.71% hits; AID 781;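 active = inhibition above about 70%, limit read from the data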;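 also: 0% = full 14-3-3 plus peptide FRET controls and 100% = background without 14-3-3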
Hck Nef HTS – inhibitors of human Hck kinase activated by Nef. Recombinant Hck-YEEI plus Nef, Z-Lyte FRET kinase assay. inhibition, % at 20 µM. 220,000 compounds, 0.68% hits;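 active = Hck-Nef kinase inhibition above about 50%, limit read from the data; inactive = inhibition below that limit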;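 also: 0% = DMSO with Hck plus Nef and 100% = Hck alone without Nef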
Rad51 HR inh – blocks human Rad51 in homologous recombination | Q06609 | hRad51 DNA strand exchange, fluorescence dequenching | inhibition, % at 10 µM | 200,000 compounds, 0.085% hits | AID 1385;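 active = inhibition above 40% at the single screening dose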;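 also: 0% = DMSO control wells and 100% = blanks with heterologous ssDNA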
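System: hRad51 filaments on single-stranded DNA; reagent: Fluorescein- and BHQ1-tagged 47-mer duplex; compound dosing: one concentration, 10 µM final; timing: filaments 15 min 37 °C, then compound 30 min; measured by: fluorescein emission 520 nm, excitation 485 nm; benchmarks: per-plate controls and blanks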
Numbers without * were called inactive; i = inactive; / = no result given; [ ] = dose if it differs, or a comment.

SMILES | TbHK1 inh | zVAD death inh | EP2 antag | m-calpain inh | eIF4E 4G PPI | EP2 mod | 14-3-3 Bad PPI | Hck Nef HTS | Rad51 HR inh
CN1C(=O)CC(N2CCC(c3nc4ccccc4[nH]3)CC2)C1=O (stereo not given) | -4 | -1.0 | 3 | -40 | -2 | -9 | 3 | 0 | 4
CC(C)c1ccccc1NC(=O)COC(=O)Cc1c[nH]c2ccccc12 | 34 | 1.2 | 10 | -7 | -2 | -19 | -13 | -5 | -5
CC1(C)Cc2cccc(OCC(=O)Nc3cccnc3)c2O1 | -4 | 1.9 | 7 | 10 | 2 | 17 | 6 | -1 | 7
COc1ccc(/C=C/c2ccncc2)cc1OC | -38 | -0.3 | 17 | -150 | -3 | -45 | 11[fluorescence artefact?] | 16 | -6
Fc1ccc(CSc2nnc(Cc3sc(-c4ccccc4)nc3-c3ccccc3)o2)cc1 | -12 | -0.5 | 14 | 4 | -20[fluorescence artefact?] | 22 | -54[fluorescence artefact?] | 1 | 0
C/C(=N/NC(=O)c1ccco1)c1cccc(NC(=O)c2ccc(C)s2)c1 | -1 | 1.0 | 5 | -3 | -4 | -10 | 10 | 6 | /
O=C(NCc1cccnc1)C1CCN(S(=O)(=O)c2cccs2)CC1 | 3 | -0.3 | 6 | 0 | 0 | 9 | 7 | 1 | 0
CN(C)S(=O)(=O)c1ccc(C(=O)OCc2ccc(C#N)cc2)cc1 | 1 | 0.9 | -1 | 19 | 6 | -28 | -2 | 1 | 6
CN(CCNC(=O)c1cn(C)c2ccc(S(=O)(=O)N3CCCC3)cc2c1=O)CCc1ccccc1 | -24 | -0.4 | 2 | -27 | 8 | 8 | 7 | 2 | /
CC(=O)OCC(=O)c1ccc2ccn(C(C)=O)c2c1 | -16 | -0.2 | 6 | -126 | -1 | 5 | 5 | 1 | -1
COc1ccccc1-c1ccc(=O)n(CC(=O)NC2CCc3ccccc32)n1 (stereo not given) | -4 | 2.9 | 7 | -17 | -4 | 21 | 2 | 24 | 5
CCC12CSc3nc(Cl)ccc3N1C(=O)C(=O)N2C (stereo not given) | -16 | 0.1 | 8 | 28 | -2 | -8 | -7 | -1 | 4
O=C(NCc1cccnc1)c1sc2cc(Cl)ccc2c1Cl | 2 | -0.4 | 13 | 15 | 5 | -28 | 1 | 1 | -4
CC(=O)N(c1cccc(Cl)c1)c1nc(C)cc(C)c1C#N | -2 | 1.4 | 4 | -13 | -1 | 15 | -1 | 11 | 3
Cc1ccc(C(=O)ONc2ccc(N=NC(=O)c3ccccc3O)cc2)cc1 | -38 | -2.3 | 9 | -29 | -47 | -12 | 26[fluorescence artefact?] | 34 | 0
CC1CN(C)C(C)CC1NCc1ccc2c(c1)OCO2 (stereo not given) | -3 | -1.6 | 10 | -19 | -1[fluorescence artefact?] | 12 | 12[fluorescence artefact?] | -7 | 0
CC1Cc2ccccc2N1C(=O)/C=C/c1cccc(F)c1 (stereo not given) | -9 | 5.0 | 2 | 17 | -3 | 2 | -3 | 18 | -3
CN(C)S(=O)(=O)c1cccc(C(=O)OCC(=O)c2c(N)n(C)c(=O)n(C)c2=O)c1 | -1 | 1.6 | 2 | 5 | 0 | -7 | -8 | 12 | 8
CCOc1ccc(CCNC(=O)CN2CCN(Cc3ccccc3F)C2=O)cc1OCC | 5 | 0.3 | 9 | -23 | 0 | 9 | -6 | -2 | 3
CCOC(=O)c1ccc(NC(=S)NCCCN2CCCCC2)cc1 | -2 | 0.4 | 10 | -7 | -1[fluorescence artefact?] | -19 | 2 | -1 | -9
COc1ccc(-n2c(SCC(=O)Nc3nc(C)cs3)nnc2-c2ccoc2C)cc1 | -4 | 0.6 | 5 | 12 | -5 | 25 | 2 | 9 | -7
CCCCCCn1c(N2CCN(c3cccc(Cl)c3)CC2)nc2c1c(=O)[nH]c(=O)n2C | 59* | 0.1 | 0 | 7 | 9 | 45 | -4 | 3 | -6
O=S(=O)(c1ccccc1C(F)(F)F)N1C=CC(C(F)(F)F)=NCC1 | -7 | -0.2 | 7 | 16 | 6 | -15 | 0 | -3 | -8
COc1cccc(C2=NOC(C(=O)NCc3ccc(F)cc3)C2)c1 (stereo not given) | 39 | 0.2 | / | -28 | 0 | -38 | -1 | 1 | /
Brc1ccc(N=Cc2ccccn2)cc1 | 2 | / | 6 | -16 | -2 | 21 | 2 | -3 | /

3 compounds out of the list, arranged by molar mass, low to high.
SMILES | TbHK1 inh | zVAD death inh | EP2 antag | m-calpain inh | eIF4E 4G PPI | EP2 mod | 14-3-3 Bad PPI | Hck Nef HTS | Rad51 HR inh
COc1ccc(/C=C/c2ccncc2)cc1OC | -38 | -0.3 | 17 | -150 | -3 | -45 | 11[fluorescence artefact?] | 16 | -6
CN1C(=O)CC(N2CCC(c3nc4ccccc4[nH]3)CC2)C1=O (stereo not given) | -4 | -1.0 | 3 | -40 | -2 | -9 | 3 | 0 | 4
CCOC(=O)c1ccc(NC(=S)NCCCN2CCCCC2)cc1 | -2 | 0.4 | 10 | -7 | -1[fluorescence artefact?] | -19 | 2 | -1 | -9

Further records.
SMILES | TbHK1 inh | zVAD death inh | EP2 antag | m-calpain inh | eIF4E 4G PPI | EP2 mod | 14-3-3 Bad PPI | Hck Nef HTS | Rad51 HR inh
Cc1n[nH]c(C)c1Sc1ccccc1N | -5 | 3.2 | 0 | -13 | -2 | 2 | -14 | 27 | 16
CCC1=C(OC(=O)N(CC)CC)N2C(=O)OC(=NCCc3c[nH]c4ccccc34)[C@]2(Cc2ccccc2)[C@H]2C1=CC[C@H]1C(=O)N(CC)C(=O)[C@H]12 | -17 | -0.8 | 20 | -67 | -7 | 27 | -2 | 19 | -1
CC(C)(C)OC(=O)NCCCCc1cn(CC(=O)N2CCN(C(=O)OC(C)(C)C)CC2)nn1 | -9 | 0.1 | -1 | -17 | 0 | -2 | -3 | -11 | -2
CCn1c(-c2ccc(F)cc2)cnc1SCC(=O)N1CCc2ccccc21 | -2 | 1.3 | 6 | 16 | 1 | -83 | -9 | 1 | /
COCc1ccc(O)c2ncccc12 | -5 | 16 | 7 | 0 | -5 | 26 | -6 | -1 | -1
CC(C)c1ncc(C(O)c2cccc3ccccc23)n1C (stereo not given) | 1 | 0.1 | 13 | -34 | -14[fluorescence artefact?] | -20 | 6 | 1 | -13
N#Cc1ccc(CSc2nnc3ccccn23)cc1 | -8 | 3.8 | 3 | -28 | -2 | 13 | -2 | 22 | -3
CCOC(=O)c1[nH]c(C)c(C(=O)OCC(=O)N2CC(=O)Nc3ccccc32)c1C | -3 | 0.8 | 6 | 28 | 7[fluorescence artefact?] | -4 | 10[fluorescence artefact?] | 5 | 9
CC(C)CSc1nc2ccccc2n1CC(N)=O | 4 | -0.4 | 8 | -26 | -3 | -12 | 0 | -9 | 1
Cc1ccc(Oc2ncc(CN3CC(C)OC(C)C3)s2)cc1 (stereo not given) | 0 | -0.1 | 8 | -3 | 0[fluorescence artefact?] | -9 | 5 | 0 | -3
O=C(CSc1nc2[nH]ncc2c(=O)n1-c1ccccc1Cl)N1CCCC1 | 6 | -0.3 | 3 | 16 | 1 | -7 | -2 | 22 | -3
O=C(NCCc1ccccc1)C(=O)NCC1(c2ccccc2)CCCC1 | 4 | 0.0 | 7 | -21 | 1[fluorescence artefact?] | -4 | 4 | -1 | 0
CCC(CC)C1C(C#N)=C(N)Oc2n[nH]c(C)c21 (stereo not given) | -6 | -0.9 | 7 | 35 | 4 | 1 | -8 | 2 | -4
O=C(COc1ccccc1)NCC(=O)N/N=C/c1ccco1 | 35 | 0.8 | 10 | 0 | 2 | 26 | -6 | 3 | -4
CC(C)OC(=O)CN1C(=O)S/C(=C/c2ccc(N3CCCCC3)o2)C1=O | -7 | 0.1 | 6 | -18 | 4 | 23 | 18 | -2 | i
O=C(O)C1C2C=CC(C2)C1C(=O)N1CCc2ccccc21 (stereo not given) | 1 | 0.8 | 8 | 1 | 1 | 15 | 3 | 1 | -2
CCOCCc1nnc(NC(=O)CSc2ccccc2)s1 | 2 | 0.5 | 16 | 18 | -7 | 4 | 1 | 1 | -2
COC(=O)CCCC(=O)N1CCCC(CNS(=O)(=O)c2ccc(OC)cc2)C1 (stereo not given) | 5 | 0.0 | 2 | 18 | 2 | -5 | 2 | 10 | -30
CCOC(=O)C1CCN(C2CC(=O)N(c3ccc(OCC)cc3)C2=O)CC1 (stereo not given) | -1 | 0.2 | 12 | 0 | -5[fluorescence artefact?] | 7 | 16 | 0 | 5
COc1ccc(NS(=O)(=O)c2ccc3nc(COc4ccc(C#N)cc4)[nH]c3c2)cc1 | 4 | 1.0 | 4 | -6 | 13[fluorescence artefact?] | -16 | -5[fluorescence artefact?] | 9 | -11
O=C(CSc1nc2ccccc2o1)NCC(=O)c1ccccc1 | -3 | 2.8 | 13 | 13 | 3[fluorescence artefact?] | -11 | 10 | 1 | 0
CC(Oc1ccccc1F)C(=O)/C=C/N(C)C (stereo not given) | -9 | 0.7 | 0 | -3 | -1 | 7 | 1 | 1 | 4
CO/N=C(\Cn1ncc(N2CCCC2)c(Br)c1=O)c1ccc(Cl)cc1 | -8 | -1.0 | 10 | 2 | 4 | 8 | 1 | -19 | -5
COCCCNc1nc(=S)[nH]c2cc(OC)c(OC)cc12 | -2 | -0.4 | 15 | -24 | 0 | 5 | 5 | 3 | -3
O=C(Nc1ccccc1F)Nc1cccc2ccc(O)cc12 | -9 | -0.4 | 12 | -39 | 4 | -4 | -4 | 32 | /
(listing goes on)
SMILES | TbHK1 inh | zVAD death inh | EP2 antag | m-calpain inh | eIF4E 4G PPI | EP2 mod | 14-3-3 Bad PPI | Hck Nef HTS | Rad51 HR inh
Cc1nn(Cc2cccc(C(=O)NN)c2)c(C)c1Cl | -1 | 0.4 | -1 | 20 | 2 | -1 | 2 | -7 | -9
O=C1CCCC(=O)C1C1c2ccccc2CCN1C(=O)CCl (stereo not given) | -5 | 1.1 | 9 | -18 | 2 | 25 | 2 | 4 | -6
Brc1cccc(CN2CCCCCCC2)c1 | -3 | -0.7 | 13 | 20 | -10 | 37 | 58 | 1 | -6
COCCn1cnc2c(c1=O)c1nc3ccccc3nc1n2/N=C/c1cccc(OC)c1 | -38 | 0.0 | 12 | -65 | 2 | -35 | 7 | 10 | 18
CCOc1ccc(NC(=O)Cn2nnc(-c3ccccc3F)n2)cc1 | -1 | -0.4 | 9 | 6 | 0[fluorescence artefact?] | -6 | 0[fluorescence artefact?] | 12 | 2
CCOC1(/N=C(\C)NS(=O)(=O)c2ccc(Cl)cc2)C(C)=CC(=O)C=C1C | 3 | 0.6 | 7 | -6 | 2 | 9 | 1 | 25 | -3
Cc1cc(N2CCCC2)nc2c(C)cccc12 | -9 | 1.3 | 7 | -39 | 3 | 42 | 22 | 10 | 6
COc1ccc(C2C(=O)N(C3CCCCC3)CC(=O)N2C2CCCCC2)cc1 (stereo not given) | -3 | -0.5 | 6 | 42 | -6 | -15 | -5 | -1 | /
NC(=O)CCS(=O)(=O)CCN1CCCCC1 | -2 | 0.1 | 15 | -6 | 1 | -25 | 3 | 1 | 15
CCN1CCCC1CNC(=O)Cn1ncc2c(=O)oc3ccc(C)cc3c21 (stereo not given) | -4 | -0.3 | 15 | -37 | -2 | 1 | 2 | 12 | 10
C#Cc1cccc(NC(=O)CSc2nnc(-c3ccc(C(F)(F)F)cn3)o2)c1 | -16 | -0.4 | 2 | 0 | -5 | -20 | -2 | 13 | 19
COc1ccc(C)cc1NC(=O)CN(C)S(=O)(=O)c1cnc[nH]1 | -10 | 0.4 | 19 | -60 | -8 | 16 | -3[fluorescence artefact?] | -1 | 3

Records listed above marked active in TbHK1 inh:
Compound | TbHK1 inh | m-calpain inh | eIF4E 4G PPI | EP2 mod | 14-3-3 Bad PPI | Hck Nef HTS | Rad51 HR inh
CCCCCCn1c(N2CCN(c3cccc(Cl)c3)CC2)nc2c1c(=O)[nH]c(=O)n2C | 59* | 7 | 9 | 45 | -4 | 3 | -6

A portion of the library. The share of hits here may be higher or lower than overall.
